Screens from PubChem BioAssay.
SENP8 block-1: blocks the human protease SENP8 | hit rate 1.2% among 330,000 | Q96LD8 | inhibition, % at 10 µM | purified SENP8, Z-RLRGG-aminoluciferin cleavage, luminescence | AID 2540; in the data active means inhibition above about 50%
SENP1 inh: blocks the human SENP1 SUMO protease catalytic domain; Q9P0U3; recombinant SENP1 catalytic domain, CyPet-SUMO1-YPet FRET cleavage; inhibition, % at 10 µM; hit rate 0.21% among 360,000;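 active means inhibition at least 30% at 10 µM, raw YFP signal under a set limit, fluorescence ratio 0.5 to 1.5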;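 further: 0% = enzyme with DMSO and 100% = no enzyme wells; some results filed as inactive read as strong as hits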
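Assay system: hSENP1 catalytic domain, recombinant. Amount: SENP1 enzyme, 20 pM final. Schedule: 50 min reaction, RT, dark. Technique: FRET, CFP and YFP emission. Control set: no-enzyme wells low, DMSO-plus-enzyme wells high control.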
HKDC1 inh: blocks human hexokinase HKDC1 activity | Q2TB90 | recombinant HKDC1, G6PDH/diaphorase resazurin coupled fluorescence | inhibition, % at 20 µM | hit rate 0.16% among 340,000;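 active means inhibition above about 35% when tested at 20 µM, limit read from the data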;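 further: plate controls were DMSO wells with enzyme for no effect and DMSO wells lacking enzyme for full effect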
Target sequence (Q2TB90 whole entry, looked up): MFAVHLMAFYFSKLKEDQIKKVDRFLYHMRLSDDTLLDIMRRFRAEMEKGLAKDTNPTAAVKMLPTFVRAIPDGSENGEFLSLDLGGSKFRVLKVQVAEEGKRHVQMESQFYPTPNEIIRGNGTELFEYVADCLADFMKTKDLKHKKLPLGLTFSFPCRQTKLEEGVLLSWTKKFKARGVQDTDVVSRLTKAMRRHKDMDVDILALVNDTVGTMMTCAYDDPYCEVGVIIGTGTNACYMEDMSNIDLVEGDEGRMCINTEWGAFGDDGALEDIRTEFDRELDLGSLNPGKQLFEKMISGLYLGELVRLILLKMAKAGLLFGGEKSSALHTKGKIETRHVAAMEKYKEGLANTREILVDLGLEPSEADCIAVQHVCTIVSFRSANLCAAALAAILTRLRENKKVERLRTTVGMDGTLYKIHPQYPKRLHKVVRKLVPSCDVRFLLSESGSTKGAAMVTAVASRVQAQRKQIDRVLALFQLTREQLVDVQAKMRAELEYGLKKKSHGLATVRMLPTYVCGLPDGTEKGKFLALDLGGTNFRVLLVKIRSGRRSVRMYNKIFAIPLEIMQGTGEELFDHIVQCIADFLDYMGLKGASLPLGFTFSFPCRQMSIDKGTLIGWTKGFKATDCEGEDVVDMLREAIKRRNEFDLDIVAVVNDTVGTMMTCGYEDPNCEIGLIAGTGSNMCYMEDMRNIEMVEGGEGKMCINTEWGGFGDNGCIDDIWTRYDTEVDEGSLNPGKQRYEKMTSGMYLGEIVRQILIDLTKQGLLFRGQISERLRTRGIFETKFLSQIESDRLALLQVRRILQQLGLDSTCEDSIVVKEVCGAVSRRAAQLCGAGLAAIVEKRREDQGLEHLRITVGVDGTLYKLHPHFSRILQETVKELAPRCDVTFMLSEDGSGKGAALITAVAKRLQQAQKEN
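Test system: recombinant HKDC1 (HK5) hexokinase enzyme, produced in-house; Amount: enzyme 5 µg/mL final; Buffer or medium: Tris pH 8.0 buffer with MgCl2, Tween-20, BSA, BME; Reagent: glucose and ATP substrates; Doses: 20 µM test compound, 1% DMSO; Incubation: 90 min reaction incubation at room temperature, dark; Detection: resorufin fluorescence at 613 nm.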
SENP7 block: inhibitors of human SENP7 protease. Q9BQF6. recombinant SENP7, Z-RLRGG-aminoluciferin luminescence, 40 min. inhibition, % at 5 µM. hit rate 1.5% among 330,000;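 active means inhibition above about 50% at the single test dose, limit read from the data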;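 further: plate controls were DMSO with enzyme for no effect and no enzyme buffer wells for full effect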
Apaf1 inhib: inhibitors of human Apaf-1 apoptosome; reconstituted apoptosome caspase-3 activity, DEVD-Rh110 fluorescence; hit rate 0.71% among 330,000; inhibition, % at 20 µM; O14727; active means inhibition of at least 40% at 20 µM;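 further: plate controls were DMSO wells for no effect and DEVD-CHO caspase inhibitor wells for full effect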
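Material: cell-free apoptosome with Apaf-1, procaspase-3 and caspase-9; Buffer or medium: Hepes pH 7.5 with detergent and BSA; Reagent: cytochrome c trigger plus (Z-DEVD)2-Rh110 caspase-3 substrate; Times: compound with Apaf-1, dATP, procaspase-3 30 min, then 50 min reaction, room temperature; Technique: Rh110 fluorescence intensity.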
SENP6 inh: blocks the human protease SENP6 | Q9GZR1 | Recombinant SENP6 catalytic domain, aminoluciferin luminescence | inhibition, % at 10 µM | hit rate 1.8% among 330,000;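 active means inhibition above about 50% at the single tested dose, limit read from the data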;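 further: plate controls were DMSO wells with enzyme for no effect and DMSO wells lacking enzyme for full effect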
SENP8 block-2: SENP8 (human) protease inhibition | Q96LD8 | recombinant SENP8, Nedd8 substrate fluorescence | inhibition, % at 20 µM | hit rate 0.64% among 360,000 | AID 602440; in the data active means inhibition mostly above about 40%, no sharp cut-off; inactive means mostly below about 27%
PfGluPho inh: PfG6PD (Plasmodium falciparum) enzyme inhibition. AID 504690. hit rate 0.78% among 350,000. PfGluPho enzyme, NADPH resazurin-diaphorase fluorescence. inhibition, % at 20 µM;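 active means inhibition reaching at least a set limit at 20 µM in the primary screen, cut at about 59% in these data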;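 further: 0% = DMSO wells with substrate and 100% = DMSO wells lacking glucose-6-phosphate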
Numbers without * were called inactive; · = no result given.

compound,SENP8 block-2,SENP8 block-1,SENP6 inh,HKDC1 inh,SENP7 block,SENP1 inh,PfGluPho inh,Apaf1 inhib
Cc1noc(C)c1S(=O)(=O)Nc1ccc(C(=O)O)cc1,14,2,-9,-4,-2,2,-13,-5
O=C(COC(=O)/C=C/c1ccc(C(F)(F)F)cc1)NCCC1=CCCCC1,15,-6,-6,5,5,-1,-9,-1
O=C(COc1cccnc1[N+](=O)[O-])Nc1cccc(Br)c1,6,5,4,-5,2,1,2,-1
O=C(NN=C1CCCCCCCCCCC1)c1ccccc1F,20,1,5,8,9,2,-1,-15
COc1ccccc1C(=O)Nc1ccnn1C1CCN(Cc2ccccc2OCCO)CC1,0,-1,-7,-4,-2,1,0,-21
COc1ccc(NC(=O)C(CC(C)C)NC(=O)C2CCCCC2)c(OC)c1 (stereo unspecified),14,-1,14,7,-6,2,9,-13
CC1CC(C)(C)CC2(C1)NC(=O)N(CC(=O)Nc1nccs1)C2=O (stereo unspecified),7,-3,-3,14,-7,0,-4,2
COc1ccc(OC)c(NC(=O)CSc2nnc(N)s2)c1,14,0,7,-3,3,-1,3,6
CC(C)c1cc(C(=O)N/N=C/c2c[nH]c3ccccc23)n[nH]1,-48,4,0,-2,1,0,9,-13
O=C(CSc1nc2ccccc2c(=O)[nH]1)Nc1ccc(S(=O)(=O)N2CCCC2)cc1,20,-15,2,7,-5,2,-23,3
Cc1ccc(-n2nnnc2SC(C)C(=O)NCC(=O)Nc2ccc(F)c(F)c2F)c(C)c1 (stereo unspecified),7,-10,-28,-9,0,-3,8,16
O=C(CSc1nnc(NC(=O)C2CCC2)s1)Nc1ccccc1F,6,6,-4,0,2,0,-10,-2
Cc1cc(NC(=O)CSc2ccc(Cl)cc2)no1,7,-5,-6,1,-10,2,35,11
O=C(CN1CCN(c2ccccc2Cl)CC1)NC1CCCc2ccccc21 (stereo unspecified),4,-31,-26,-2,2,1,0,9
O=[N+]([O-])c1nn(-c2ccccc2)n(O)c1=NCCc1ccccc1,21,-8,-2,5,-5,-1,17,1
Cc1ccc(C(=O)N2CCN(S(=O)(=O)N3CCCCCC3)CC2)cc1,11,-4,-15,5,-7,-1,-16,7
O=C(O)C1C2C=CC(C2)C1C(=O)NCCc1ccncc1 (stereo unspecified),0,2,-10,-4,-3,-1,2,7
Cc1ccc(NC(=O)CSc2nn(-c3ccc(Cl)cc3)c(=S)s2)cc1S(=O)(=O)N(C)C,10,2,0,5,7,2,4,16
CC1CC(C)CN(CCCNS(=O)(=O)c2cc(Br)cc3c2N(C(=O)C2CC2)CC3)C1 (stereo unspecified),22,1,-8,-4,-4,1,-23,4
COc1ccccc1-c1nnc2n1N=C(c1ccc(O)c(O)c1)CS2,14,1,1,-1,-3,2,-38,4
CC(N=c1ccccn1C(=O)Nc1ccc(F)cc1)c1ccco1 (stereo unspecified),-1,-8,-8,4,-10,1,3,-19
CSCCC(NC(=O)c1ccccc1)C(=O)N(C)CC(=O)Nc1ccc(N2CCOCC2)cc1 (stereo unspecified),-1,-1,10,-4,6,1,8,2
O=C(N/N=C/c1ccsc1)c1cc2ccccc2o1,-35,-8,-15,5,7,-3,-3,10
Cc1ccc(C)c(S(=O)(=O)N2CCCOC2CNC(=O)C(=O)NCc2ccncc2)c1 (stereo unspecified),4,0,11,-1,-3,-1,-18,-15
O=C1OC(OC(=O)c2ccccc2Br)C(N2CCOCC2)=C1Cl (stereo unspecified),11,6,-5,-9,4,0,18,-3
NCCSC1CC(=O)N(Cc2ccc(F)cc2)C1=O (stereo unspecified),27,3,4,-2,5,1,-14,-23
CCCSc1nc2c(c(=O)[nH]c(=O)n2C)n1C,20,4,-2,-1,-4,0,6,-10
O=C(O)CC(CN1C(=O)c2ccccc2C1=O)c1ccccc1 (stereo unspecified),5,4,9,-3,-1,2,26,-10
O=C(OCc1cc(=O)n2ccsc2n1)c1ccccc1O,-60,18,24,0,20,0,-3,1
O=C(O)CCCNS(=O)(=O)c1ccc2c(c1)OCCCO2,14,-3,3,-10,1,2,-13,-3

An excerpt of these results, with values under each structure:
Each structure is followed by: SENP8 block-2 | SENP8 block-1 | SENP6 inh | HKDC1 inh | SENP7 block | SENP1 inh | PfGluPho inh | Apaf1 inhib
> O=C(COc1cccnc1[N+](=O)[O-])Nc1cccc(Br)c1
    6 | 5 | 4 | -5 | 2 | 1 | 2 | -1
> O=C(NN=C1CCCCCCCCCCC1)c1ccccc1F
    20 | 1 | 5 | 8 | 9 | 2 | -1 | -15
> COc1ccccc1C(=O)Nc1ccnn1C1CCN(Cc2ccccc2OCCO)CC1
    0 | -1 | -7 | -4 | -2 | 1 | 0 | -21

Other structures follow.
compound,SENP8 block-2,SENP8 block-1,SENP6 inh,HKDC1 inh,SENP7 block,SENP1 inh,PfGluPho inh,Apaf1 inhib
Cc1ccc(S(=O)(=O)Nc2cccc(C(=O)N3CCOCC3)c2)cc1,-5,-9,-1,-4,-7,0,4,7
COc1ccc(S(=O)(=O)Nc2c(C)nc3nc[nH]n3c2=O)cc1,1,-7,-2,1,-4,-2,8,0
COc1ccc(C(=O)COC(=O)[C@H](C)Nc2ccc(C(F)(F)F)cc2[N+](=O)[O-])cc1,33,1,-10,-4,5,4,4,23
C[C@H](NC(=O)c1nc[nH]c1C(=O)N(C)Cc1ccccc1)c1ccccc1,16,0,-1,-2,-6,4,-3,-1
CCOC(=O)C1C(=O)CC(C)(O)C(C(=O)OCC)C1c1ccc(F)cc1 (stereo unspecified),13,0,-9,-1,3,1,-14,-22
CC(C)Cn1cnc2c(c1=N)C(c1ccccc1)C1=C(CC(C)(C)CC1=O)O2 (stereo unspecified),-6,-1,4,-6,3,1,1,-2
CCCCCC(=O)Nc1cc(S(=O)(=O)N2CCCCC2)ccc1N1CCCCC1,-38,·,·,1,·,0,19,·
Cc1ccc(S(=O)(=O)NCCN2CCN(S(=O)(=O)c3ccccc3Cl)CC2)cc1,13,-9,-13,-4,3,2,10,8
Brc1ccc(-c2csc(-c3ccncc3)n2)cc1,-50,-28,-8,6,-6,-3,10,5
C=CCn1c(NC(C)c2cc(Cl)ccc2O)nc2ccccc21 (stereo unspecified),14,9,9,2,-6,1,22,5
COc1ccc([C@@H]2CC=C(C(=O)O)[C@H](c3ccc(Cl)cc3)N2S(=O)(=O)c2ccccc2C)cc1,7,3,-5,7,-3,-1,-21,3
Cc1ccc(C)c(N2CCN(C(=O)C3CCN(S(=O)(=O)c4cccc5nsnc45)CC3)CC2)c1,-1,1,1,13,-4,-1,-5,34
Cc1cc(C(=O)NNC(=O)c2cccs2)c(C)o1,17,8,7,-3,-1,-1,-4,-1
CC(=O)C1(O)C(C)CC2C3CCC4CC(O)CCC4(C)C3=CCC21C (stereo unspecified),12,3,0,-2,5,3,-1,-8
O=C(CSc1nnc(COc2ccc(Br)cc2)o1)NC1CCCCC1,8,-8,-12,-3,-1,2,20,9
CCN(CC)C(=O)CSc1nc2sc3c(c2c(=O)n1-c1ccc(C)cc1)CC(C)(C)SC3,-105,-7,-10,-1,-4,1,-18,19
O=C1c2ccccc2C(=O)N1OCc1ccccc1[N+](=O)[O-],3,-3,-9,-2,-12,0,-12,0
CC(C)CCCN1C(Nc2ccccc2)=NC[C@@H]1C,8,-3,-17,-3,1,-2,2,0
CCc1ccc(CNC(=O)c2cc3c(C)nc4ccccc4c3o2)cc1,14,9,-4,-3,-5,-3,42,3
CC[C@@H]1C=C(C(=O)O)[C@H](c2ccc(Cl)cc2)N1S(=O)(=O)c1ccc(C)cc1,-1,7,24,2,-1,0,0,8
Cn1nnnc1SCC(=O)NC(=O)Cc1ccccc1,12,-13,-26,-2,-12,1,16,-1
CCOc1ccc(Nc2ccc(S(=O)(=O)N3CCN(C)CC3)cc2[N+](=O)[O-])cc1OCC,23,6,2,3,3,2,9,-4
Cc1nnc(NC(=O)CSc2nnc(NC(=O)C(C)(C)C)s2)s1,3,5,-10,-6,1,0,-2,-3
O=C(c1c(O)c2ccccc2oc1=O)C1CCCCC1,10,9,3,-2,2,0,-2,12
CCOC(=O)c1c(C)nc2c(c1-c1cc(OC)ccc1OC)C(=O)c1ccccc1-2,23,-4,1,0,-7,1,-6,-2
O=C1c2ccccc2C(=O)N1c1ccc(Cl)cc1,·,-6,-22,·,0,·,·,18
O=C(Cc1cccs1)Nc1nnc(-c2ccccc2)s1,-21,-3,-25,-5,1,1,11,-3
CN1CC(=O)N(CC(=O)NCc2ccc3c(c2)OCO3)C1=O,7,-4,-9,-3,-3,1,-10,0
COc1ccc(CCNC(=O)CSc2nc(O)c(CC(C)C)c(=O)[nH]2)cc1OC,14,-4,-8,-3,3,-1,5,-8
O=C(CCn1c(=O)sc2ccccc21)NCCCn1ccnc1,5,2,0,-10,1,2,-7,-10
CC(C)CC(c1nnnn1CCc1ccccc1)N1CCC(C(N)=O)CC1 (stereo unspecified),18,7,-20,-6,-1,1,-9,6
CCOC(=O)C(NC(=O)NCc1ccc(OC)cc1)(OCC)C(F)(F)F (stereo unspecified),9,0,9,-5,2,3,-4,-1
CCOc1ccccc1NC(=O)c1sc2ncn(CC(=O)N3CCOCC3)c(=O)c2c1C,9,-1,-20,-2,-5,0,-2,6
COc1ccccc1CNC(=O)CSc1ccc(C)cc1,20,-15,-18,-11,-1,2,1,4
COc1ccc(N(CC(=O)NCc2ccc(C)cc2)S(=O)(=O)c2c(C)[nH]c(=O)[nH]c2=O)cc1,9,-1,-1,-1,6,3,-22,5
O=C(CSCc1ccc(Cl)cc1Cl)Nc1c[nH]c(=O)[nH]c1=O,5,-8,-13,-12,-5,1,-2,2
COc1ccc(NC(=O)c2cc(-c3ccc(C)cc3)on2)cc1,-129,-3,-3,-4,3,1,5,14
COc1ccc(C2CN=NC2C(=O)c2ccccc2)cc1 (stereo unspecified),22,·,·,0,·,-17,-11,·
CCOc1ccc(NC(=O)NNC(=O)C(C)Oc2ccccc2OC)cc1 (stereo unspecified),6,-2,8,-6,-7,2,9,1
O=C(c1ccco1)N1CCN(S(=O)(=O)c2cccc(Cl)c2)CC1,6,16,18,-4,2,1,-8,-4
O=C(NCCCn1ccnc1)/C(=C/c1ccco1)NC(=O)c1ccccc1,16,3,-4,0,-1,2,16,-1
COC(=O)c1[nH]nc(C(=O)OC(C)(C)C)c1-c1ccccc1,15,-4,-8,-3,-2,1,13,1
COc1cccc(NC(=O)CCS(=O)(=O)c2ccc(Br)cc2)c1,19,1,-6,-5,5,3,17,8
COC(=O)C1=C(Nc2ccc(C)cc2)C=C(C)C(C(=O)OC)C1c1ccc(F)cc1 (stereo unspecified),-12,-3,-7,0,2,-12,6,11
C/C(=N\NC(=O)c1cc(-c2cccc([N+](=O)[O-])c2)n[nH]1)c1ccc(F)cc1,11,-7,-17,-3,-6,4,-3,-12
Cc1nn(C2CCCO2)c(=O)nc1N (stereo unspecified),·,-6,-6,·,3,·,·,-3
CCC(OC(=O)c1ccco1)C(=O)NCc1ccc(OC)cc1 (stereo unspecified),3,-8,7,-2,-9,0,2,-2
